MCL1 BIM primary = inhibitors of human MCL1 binding to BIM-BH3 peptide; GST-MCL1 / FITC-Bim-BH3 fluorescence polarization; AID 2057; inhibition, % at 10.9 µM; Q07820; actives 0.68% (n = 320,000);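 active means inhibition above the mean inhibition of all tested compounds plus 3 SD, set per campaign, cut at about 40% in these data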;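 further: 0% = DMSO wells and 100% = unlabeled Bim-BH3 peptide control; higher means more loss of mP so more displacement of Bim peptide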
CIT2 TOR yeast = modulators of TOR pathway CIT2-GFP in S. cerevisiae; S. cerevisiae CIT2-GFP strain, flow cytometry, 3 h; 100 means same as DMSO wells; GFP response vs DMSO, % at 10 µM; actives 0.065% (n = 320,000); AID 2029;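 active means GFP response relative to DMSO above a set limit, near the screen mean plus 3 SD, cut at about 150% in these data; inconclusive means Fewer than 70 cells measured for a yeast strain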;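 further: ratio of well median GFP fluorescence to mean of DMSO wells on the plate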
GRK2 aptamer HTS = blocks RNA aptamer binding to human GRK2; actives 0.59% (n = 330,000); bead flow cytometry, FAM-aptamer displacement from GRK2; inhibition of aptamer binding, % at 10 µM;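 active means inhibition of aptamer binding above 40%, roughly 3 SD of noise, on plates passing a quality check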;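 further: median bead fluorescence of bound FAM aptamer so fluorescent compounds give negative values; no value below 0 was filed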
Yeast superoxide = caloric restriction mimetics inhibiting age-related superoxide in yeast. S. cerevisiae aged cells, superoxide DHE fluorescence; stronger effect = lower value. superoxide response (% of plate mean), % at 10 µM. actives 0.18% (n = 330,000). AID 2690;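 active means superoxide response under a set limit, about three screen SD below normal, cut at about 65% in these data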;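 further: yeast aged for seven days with compound at 30 °C before DHE staining; 100% = average MFI of all compound-treated wells on the plate with controls excluded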
Bcl-xL primary = Bcl-xL (human) inhibition; Q07817; GST-Bcl-xL / FITC-Bim BH3 peptide fluorescence polarization; inhibition, % at 10.9 µM; actives 0.7% (n = 320,000);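 active means inhibition above the mean of all tested compounds plus 3 SD, cutoff set per campaign, cut at about 30% in these data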;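 further: 0% = DMSO wells and 100% = unlabeled Bim-BH3 peptide competitor; inhibitors lower millipolarization by displacing the labeled peptide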
MEX-5 binding = C. elegans MEX-5 TCR-2 RNA binding activity; Q9XUB2; MEX-5/FITC-TCR2 RNA binding, fluorescence polarization; stronger effect = lower value; activity score (negative = inhibition of binding), % at 10 µM; actives 0.38% (n = 300,000); AID 1832;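 active means inhibition past about -25% in most replicates, and total fluorescence under double the plate's negative control median, limit read from the data; inconclusive means replicates evenly split on the limit, or fluorescence at least double controls; inactive means too little inhibition in most replicates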;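 further: 0% = DMSO and -100% = 5 µM competing unlabeled TCR2 RNA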
Target sequence (Q9XUB2 whole entry, looked up): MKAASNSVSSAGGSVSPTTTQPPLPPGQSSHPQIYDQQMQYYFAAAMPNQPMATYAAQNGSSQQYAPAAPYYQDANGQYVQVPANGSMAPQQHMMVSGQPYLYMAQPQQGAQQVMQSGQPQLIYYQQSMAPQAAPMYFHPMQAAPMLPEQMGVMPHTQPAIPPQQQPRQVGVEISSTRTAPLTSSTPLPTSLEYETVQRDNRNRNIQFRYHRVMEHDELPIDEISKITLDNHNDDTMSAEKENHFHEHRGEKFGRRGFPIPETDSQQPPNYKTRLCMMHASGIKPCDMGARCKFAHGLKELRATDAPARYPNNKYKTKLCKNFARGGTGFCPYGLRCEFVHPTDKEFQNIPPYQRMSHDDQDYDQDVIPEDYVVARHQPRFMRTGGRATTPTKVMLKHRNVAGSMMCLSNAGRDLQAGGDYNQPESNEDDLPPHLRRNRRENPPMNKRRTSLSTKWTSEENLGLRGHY
VLA-4 inh = inhibition in a human VLA-4 binding assay. P13612. VLA-4 expressing cells, ligand binding flow cytometry. inhibition, % (about 7 µM as worked out from the volumes in the protocol). actives 0.2% (n = 330,000). AID 2557; in the data active means inhibition above about 50%
GLD-1 RNA inh = GLD-1-TGE RNA interaction inhibition (C. elegans); Q17339; purified GLD-1 + fluorescein TGE RNA, fluorescence polarization; inhibition, % at 5.96 µM; actives 0.44% (n = 320,000);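 active means percent inhibition above a per-plate cutoff, the plate mean of test compounds plus 3 SD, cut at about 30% in these data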;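 further: 0% = DMSO wells with GLD-1 and probe and 100% = wells lacking GLD-1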
Target sequence (Q17339 whole entry, looked up): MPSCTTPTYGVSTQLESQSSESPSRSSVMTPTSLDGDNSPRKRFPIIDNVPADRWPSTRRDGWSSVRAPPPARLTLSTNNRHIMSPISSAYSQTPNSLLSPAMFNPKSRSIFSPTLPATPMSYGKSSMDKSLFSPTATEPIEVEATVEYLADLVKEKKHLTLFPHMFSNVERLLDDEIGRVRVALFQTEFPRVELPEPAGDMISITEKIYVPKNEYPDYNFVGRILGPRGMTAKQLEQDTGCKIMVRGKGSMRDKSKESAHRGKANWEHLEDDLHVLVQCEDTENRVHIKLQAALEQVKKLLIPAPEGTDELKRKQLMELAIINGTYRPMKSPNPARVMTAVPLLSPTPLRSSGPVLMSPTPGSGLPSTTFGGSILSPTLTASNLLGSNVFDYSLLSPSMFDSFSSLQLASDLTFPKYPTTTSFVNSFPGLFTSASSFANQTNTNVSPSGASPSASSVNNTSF
AGP1 TOR yeast = alters AGP1-GFP fluorescence in TOR pathway yeast screen; S. cerevisiae AGP1-GFP multiplex flow cytometry, 3 h; GFP as percent of DMSO wells; GFP response vs DMSO, % at 10 µM; actives 0.02% (n = 320,000); AID 2066;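 active means GFP response relative to DMSO above a set limit, near screen average plus 3 SD, cut at about 150% in these data; inconclusive means fewer than 70 cells counted for the yeast strain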;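 further: median GFP channel fluorescence of the gated AGP1 strain per well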
Active calls of the source: *; ? = inconclusive; . = no result given; + = active, no number; & = joins results of further samples. The list is partial, so the mix of outcomes need not match the whole.

SMILES | MCL1 BIM primary | CIT2 TOR yeast | GRK2 aptamer HTS | Yeast superoxide | Bcl-xL primary | MEX-5 binding | VLA-4 inh | GLD-1 RNA inh | AGP1 TOR yeast
CC1CCN(CC(=O)c2ccccc2Cl)CC1 | -2 | 106 | 0 | 111 | 11 | 0.3 | -11 | -4 | 107
O=c1c2ccccc2nc(-c2ccc(Cl)cc2Cl)n1-c1ccncc1 | 0 | 90 | 1 | 116 | 5 | -1.0 | 63* | 1 | 98
NNP(=O)(CC(=O)c1ccccc1)c1ccccc1 (stereo not given) | 10 | 98 | 0 | 105 | 4 | -0.8 | 4 | 4 | 105
COc1ccc(Cc2nccc3cc(OC)c(OC)cc23)cc1OC | -11 | 91 | 0 | 126 | -6 | -1.4 | 15 | 7 | 91
c1ccc(C(OCCN2CCN(c3ncccn3)CC2)c2ccccc2)cc1 | 4 | 105 | 2 | 105 | 5 | . | -1 | 1 | 108
CCOC(=O)C1=C(N)OC2=C(C(=O)CCC2)C12C(=O)N(CC(N)=O)c1ccccc12 (stereo not given) | -3 | 114 | 0 | 106 | -2 | 3.0 | 5 | -4 | .
COc1ccccc1N1CCNCC1 | 11 | 85 | 0 | 100 | 8 | 2.6 | 15 | 2 | 90
NCCc1c[nH]c2ccc(OCc3ccccc3)cc12 | -10 | 93 | 0 | 98 | -3 | -2.7 | -9 | -6 | 105
COc1cccc(N2C(=O)NC(=O)C3(Cc4cc(C)ccc4N(C)C3)C2=O)c1 (stereo not given) | 3 | 109 | 0 | 93 | 8 | -1.6 | 16 | -1 | 110
COc1ccc(-c2cc(=O)c3c(OC)c(OC)c(OC)cc3o2)cc1 | 6 | 94 | 4 | 95 | -1 | -2.1 | -7 | 2 | 95
C[C@@H]1O[C@@H](O[C@@H]2C=C3CC[C@@H]4C(CC[C@]5(C)[C@@H](c6ccc(=O)oc6)CC[C@]45O)[C@@]3(C)CC2)[C@H](O)[C@H](O)[C@H]1O (stereo not given in full) | 13 | 98 | 0 | 101 | 3 | . | 0 | -3 | 100
COc1ccccc1CN1CCN(C(=O)COc2ccccc2)CC1 | 4 | 89 | 6 | 88 | 2 | -0.7 | 3 | 6 | 97
Cc1cc(C)cc(-n2c(O)c(C=Nc3ccc(N4CCOCC4)cc3)c(=O)[nH]c2=S)c1 | -27 | 107 | 0 | 84 | -17 | -52* | -8 | -6 | 111
CS(=O)(=O)NNP(=O)(NNS(C)(=O)=O)NC(=O)c1ccccc1 | -1 | 96 | 0 | 104 | -1 | 3.9 | -1 | -4 | 111
COc1cc(C=C2C(=O)NC(=O)NC2=O)cc(OC)c1OC | -1 | 104 | 0 | 114 | 5 | 2.9 | 7 | -4 | 110
Cc1c(C(=O)C(=O)N2CCC3(CC2)OCCO3)c2ccccc2n1C | 0 | 112 | 1 | 107 | 1 | 5.0 | -13 | 1 | 102
N#CC1=C(N)Oc2c(c(=O)oc3ccccc23)C1c1ccc(OC(=O)N2CCOCC2)cc1 (stereo not given) | 4 | 108 | 0 | 104 | 3 | 2.6 | -26 | 6 | 104
CC(N=Cc1c(O)[nH]c(=O)[nH]c1=O)c1ccccc1 (stereo not given) | -4 | 75 | 0 | 119 | 0 | 0.5 | 0 | 6 | 88
CCC(=NCCN1CCCCC1)c1c(O)n(C)c(=O)n(C)c1=O | 21 | 98 | 0 | 78 | 18 | -2.5 | 1 | 6 | 91
O=C(CN1CCN(c2ccccc2F)CC1)Nc1cccnc1Cl | 5 | 91 | 2 | 100 | 11 | -1.9 | 2 | -1 | 96
Fc1ccc(CCNCc2ccc(Br)cc2)cc1 | 7 | 104 | 0 | 107 | 4 | 0.5 | -5 | 4 | 104
CCOC(=O)C1C(=O)N(C)C2(C)CC1c1cc(OC)ccc1O2 (stereo not given) | -5 | 104 | 1 | 98 | -4 | -5.4 | -7 | 16 | 100
O=C(Nc1ccccc1Cl)OC1CN2CCC1CC2 (stereo not given) | 12 | 93 | 1 | 110 | 1 | -1.0 | 0 | 2 | 93
Cc1cc(OCC(=O)NCc2ccncc2)c2c3c(c(=O)oc2c1)CCCC3 | 5 | 120 | 0 | 93 | 3 | 1.4 | 1 | 3 | 121
CCN(CC)C(=O)c1ccc(NC(=O)C2=C(C)OCCS2)cc1 | 0 | 97 | 1 | 106 | 8 | 4.1 | -4 | 3 | 93
COC(=O)C1=C(c2cccc(OCc3ccccc3)c2)C[C@@H]2CC[C@H]1N2C(=O)NCc1ccc(F)cc1 | 0 | 104 | 0 | 107 | 3 | . | 4 | -6 | 97
CCCCCCn1c(O)c(C=NCCN2CCCCC2)c(=O)[nH]c1=O | 1 | 92 | 0 | 89 | 6 | 2.0 | 0 | -4 | 91
O=C1NC(=O)N(CCc2ccc(F)cc2)C(=O)/C1=C/C=C/c1ccccc1 | -15 | 96 | 2 | 97 | -12 | -0.5 | 7 | -11 | 109
CC(=O)NC(Cc1ccc(N(CCCl)CCCl)cc1)C(=O)NC(CC(C)C)C(=O)O (stereo not given) | 11 | 104 | 0 | 92 | 14 | -3.8 | -5 | 3 | 100
Cc1ccsc1C(=O)C1CCCN(Cc2sc(N(C)C)nc2Cl)C1 (stereo not given) | 4 | 107 | 0 | 98 | -1 | -2.9 | -13 | -1 | 111
O=C(C[N+]12CCC(CC1)C(CO)C2)c1ccc([N+](=O)[O-])cc1 (stereo not given) | -4 | 107 | 0 | 116 | 2 | -3.4 | 19 | -12 | 105
O=[N+]([O-])c1cc(O)c(O)c([N+](=O)[O-])c1 | 18 | 93 | 2 | 89 | 10 | . | 3 | -3 | 90
O=C1NC(=O)N(c2ccccc2)C(=O)/C1=C\C=C\c1ccccc1 | -7 | ? | 1 | 86 | 4 | -1.3 | 16 | -12 | ?
COC(=O)C1=C(c2ccc(-c3ccccc3)c(F)c2)C[C@@H]2CC[C@H]1N2C(=O)NC(C)C | -3 | 89 | 0 | 93 | 0 | . | 0 | -1 | 93
OC(Cn1c2ccccc2c2ccccc21)C[n+]1ccccc1 (stereo not given) | 3 | 105 | 0 | 97 | 7 | -1.2 | 28 | 3 | 105
CC(C)CN1CCN(Cc2cccc3c2OCO3)CC1CCO (stereo not given) | -4 | 103 | 1 | 107 | 5 | -0.2 | 3 | 3 | 114
CN1CC=C2C(C#N)=C(N)C(C#N)(C#N)C(c3ccncc3)C2C1 (stereo not given) | 164* | 97 | 3 | 99 | 136* | -47* | 3 | 88* | 89
CN(C)[C@@H]1C(=O)C(C(N)=O)=C(O)[C@@]2(O)C(=O)C3=C(O)c4c(O)cccc4[C@@](C)(O)C3[C@H](O)C12 (stereo not given in full) | + | 80&91 | 0&3 | 113&101 | 153* | -11 | 4&-13 | 77* | 89&80
OCC#CC[N+]1(CC#Cc2ccccc2)CCCC1 | -4 | 106 | 0 | 105 | 0 | 2.1 | 1 | -2 | 107
CC/C(=N\Nc1ccccc1)c1c(O)[nH]c(=O)[nH]c1=O | -2 | 94 | 2 | 93 | 5 | -1.7 | 0 | -3 | 97
O=C(C1CCCO1)N1CCC2(CC1)OCCO2 (stereo not given) | 9 | 103 | 0 | 105 | 5 | -0.5 | -4 | -2 | 108
C=CCNC(=S)/N=C/c1c(O)[nH]c(=O)[nH]c1=O | -50 | 112 | 0 | 106 | -24 | 4.0 | 25 | -57 | 107
Cc1nn(CC(C)C)c(Cl)c1C(=O)O | 0 | 88 | 0 | 95 | 6 | 1.7 | 10 | 6 | 78
CC1CCC(N2CCN(C(=O)COc3ccccc3)CC2)CC1 (stereo not given) | 1 | 99 | 2 | 85 | 1 | 1.8 | 6 | 2 | 100
C=CCN1CC[C@]23c4c5ccc(O)c4OC2C(O)CC[C@@]3(O)[C@H]1C5 (stereo not given in full) | . | 99 | 0 | 93 | . | . | -1 | -2 | 100
O=[N+]([O-])c1cc([As](=O)(O)c2ccc(O)c([N+](=O)[O-])c2)ccc1O | 4 | 116 | 25 | 115 | 3 | 1.9 | -12 | -3 | 85
COCCOC(=O)c1c(N)n(Cc2ccco2)c2nc3ccccc3nc12 | 33 | 90 | 0 | 102 | 31* | . | -7 | 63* | 93
CCOC(=O)c1ccc2c(c1)n(Cc1ccccc1)c(C)[n+]2CC | 2 | 109 | 2 | 101 | 3 | -0.2 | 13 | 3 | 116
O=C(c1cc(C(=O)NCc2ccccc2)c(=O)n(Cc2ccccc2)c1)c1cc(Cl)ccc1O | -45 | 97 | 2 | 93 | -17 | 8.9 | -13 | -8 | 93
CCC1(CCCC(=O)c2ccc(F)cc2)C(=O)NC(=S)NC1=O | 2 | 87 | 0 | 86 | 1 | -0.6 | -3 | 7 | 119
CCC(C)n1c(O)c(/C=N/Nc2nc3c(c(=O)n(C)c(=O)n3C)n2C)c(=O)[nH]c1=S (stereo not given) | 4 | 103 | 1 | 107 | 3 | ? | 8 | -3 | 110
Cn1cc(C(=O)c2ccccc2)c2ccccc21 | 0 | 89 | 0 | 96 | 1 | -0.9 | 18 | -6 | 92
Cc1ccc(C(=O)N[C@@H](C)CN2C3=NC[C@H](Cc4ccccc4)N3C[C@H]2Cc2ccc(O)cc2)cc1Br | 2 | 68 | 0 | 101 | -6 | 1.1 | 33 | -1 | 75
COC(=O)C1=C(c2ccc(OC)c(OC)c2)C[C@@H]2CC[C@H]1N2C(=O)NC1Cc2ccccc2C1 | 7 | 101 | 5 | 74 | 0 | . | 6 | -2 | 100
COC(=O)C1=C(c2ccccc2)C[C@@H]2CC[C@H]1N2C(=O)NCc1ccccc1 | -2 | 116 | 0 | 108 | 0 | -2.0 | -5 | 5 | 96
COCCOC(=O)C1=C(N)OC(C)=C(C(=O)OC)C12C(=O)Nc1ccccc12 (stereo not given) | 5 | 108 | 1 | 84 | 1 | -2.3 | 21 | 0 | 103
CCNc1cc(N2CCN(C)CC2)ccc1[N+](=O)[O-] | -7 | 91 | 5 | 104 | -1 | -1.4 | -1 | -11 | 99
COC(=O)C1=C(c2cc3ccccc3o2)C[C@@H]2CC[C@H]1N2C(=O)N1CCC(C)CC1 | 1 | 97 | 2 | 85 | -1 | -2.2 | 28 | 6 | 102
COc1cc(C)c(CN2CCN(c3ccccc3)CC2)cc1C | 6 | 97 | 3 | 104 | 2 | -0.5 | 0 | 5 | 100
CN(CCc1nnc(N)s1)[N+](=O)[O-] | 5 | 81 | 0 | 99 | 6 | 0.4 | -3 | -1 | 88

(next part)
SMILES | MCL1 BIM primary | CIT2 TOR yeast | GRK2 aptamer HTS | Yeast superoxide | Bcl-xL primary | MEX-5 binding | VLA-4 inh | GLD-1 RNA inh | AGP1 TOR yeast
Cc1c(N=Cc2c(O)n(Cc3ccc(F)cc3)c(=O)[nH]c2=O)c(=O)n(-c2ccccc2)n1C | 3 | 105 | 1 | 97 | 2 | 0.4 | -6 | -1 | 98
COC(=O)C1=C(c2cccc(OC)c2OC)C[C@@H]2CC[C@H]1N2C(=O)NCc1ccc(C(F)(F)F)cc1 | -6 | 97 | 0 | 91 | 3 | -1.7 | 34 | 5 | 98
O=C1CN=C(c2ccccc2)c2cc(Br)ccc2N1Cc1cc(=O)n2ccccc2n1 | 3 | 98 | 1 | 116 | -4 | 2.9 | 1 | 3 | 98
C[C@@]12N[C@@H](Cc3ccccc31)c1ccccc12 | -1 | 86 | 2 | 105 | 3 | 4.7 | 10 | 1 | 92
COc1cccc(N2C(=O)/C(=C/c3ccc(C)o3)C(=O)NC2=S)c1 | -14 | 90 | 8 | 105 | -8 | -5.8 | 10 | -16 | 79

Screening data deposited in PubChem by several laboratories.
